Pf growth 48h = inhibits P. falciparum growth in the first generation, 48 h; 310,000 compounds, 5.9% hits; AID 504832; P. falciparum luciferase growth in erythrocytes, 48 h; Potency, µM (series often up to 28.7 µM), without a hit: top-dose activity change, negative = inhibition, actives largely listed as inhibitors; further: potency means the concentration at half of the fitted maximal effect; on the % scale 0 is the no-effect control and ±100 the full control effect
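Luciferase-expressing P. falciparum in infected erythrocytes (2% hematocrit, 0.1% parasitemia final) in RPMI 1640/0.5% Albumax were exposed to compound for 48 hours at 37 C, 5% CO2; growth read as luminescence.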
Tb PYK inh = T. brucei pyruvate kinase inhibition | Potency, µM (doses to about 76.8 µM), inactives show top-dose activity, negative = inhibition, actives largely listed as inhibitors | TbPYK enzyme, Kinase-Glo Plus ATP luminescence, 45 min | 410,000 compounds, 0.12% hits; further: potency means the concentration at half of the fitted maximal effect; on the % scale 0 is the no-effect control and ±100 the full control effect; nearly all actives have a fitted effect of over 50% in size
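Activity of T. brucei pyruvate kinase was followed by Kinase-Glo Plus luminescence after the enzyme reacted 45 min at room temperature with 130 uM ADP (final) and substrate. Test compounds were added before ADP at multiple concentrations.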
HCV inh = inhibitors of hepatitis C virus infection. Huh7.5.1 HCVcc-Cre infection, luciferase reporter, 44 h. Potency, µM (top dose mostly 41.8 µM), for inactives: at the top dose activity change, negative = inhibition, usual class: inhibitors. 340,000 compounds, 3.4% hits. AID 651820; further: potency means the concentration at half of the fitted maximal effect; on the % scale 0 is the no-effect control and ±100 the full control effect
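Seed cells (1,000/well) for 4 h; treat with compound and infect with HCVcc-Cre, moi about 0.5. Incubate 44 h, then detect luciferase activity.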
Pf growth 96h = P. falciparum growth inhibition at 96 hours. P. falciparum luciferase reporter growth, 96 h. Potency, µM (top dose mostly 28.7 µM), for the others: at the top dose activity change, negative = inhibition, actives largely listed as inhibitors. 320,000 compounds, 6.9% hits; further: potency means the concentration at half of the fitted maximal effect; on the % scale 0 is the no-effect control and ±100 the full control effect
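96 h incubation, 37 C, 5% CO2, of luciferase-reporter P. falciparum-infected RBCs (2% hematocrit, 0.05% parasitemia final) with test compounds; endpoint luminescence.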
Cycloheximide cs = affects cycloheximide protein synthesis inhibition readout, counter-screen | cell reporter, cycloheximide protein synthesis inhibition counterscreen | max response, % | 300,000 compounds, 12% hits; in the data active means max response mostly above about 13%, no sharp cut-off; inactive means mostly below about 14%; further: read at 38.3 µM for the half of the compounds with a filed dose; 0% is about no effect
LmPK inhibitor = inhibitors of Leishmania mexicana pyruvate kinase. Q27686. Potency, µM (titrated, usually from 57.5 µM), for the others: top-dose activity change, negative = inhibition, actives largely listed as inhibitors. AID 1721. 290,000 compounds, 0.37% hits. purified LmPK, Kinase-Glo ATP luminescence, 1 h; further: potency means the concentration at half of the fitted maximal effect; on the % scale 0 is the no-effect control and ±100 the full control effect
Target sequence (Q27686 whole entry, looked up): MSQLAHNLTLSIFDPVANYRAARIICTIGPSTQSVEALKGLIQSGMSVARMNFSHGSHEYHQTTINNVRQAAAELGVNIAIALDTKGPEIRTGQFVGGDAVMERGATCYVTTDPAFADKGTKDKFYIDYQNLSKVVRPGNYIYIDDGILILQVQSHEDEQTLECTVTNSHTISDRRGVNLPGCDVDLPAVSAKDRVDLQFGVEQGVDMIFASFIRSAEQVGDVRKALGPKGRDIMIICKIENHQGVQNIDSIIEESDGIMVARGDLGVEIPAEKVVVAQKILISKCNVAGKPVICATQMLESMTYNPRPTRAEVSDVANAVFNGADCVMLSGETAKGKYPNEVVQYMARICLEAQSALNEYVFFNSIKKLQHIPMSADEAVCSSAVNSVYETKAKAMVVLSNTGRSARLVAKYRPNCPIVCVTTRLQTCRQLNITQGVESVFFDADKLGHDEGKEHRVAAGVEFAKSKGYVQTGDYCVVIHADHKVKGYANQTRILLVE
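Purified LmPK (0.1 nM) converted ADP (0.1 mM) to ATP with PEP (0.5 mM) in imidazole buffer pH 7.2 with KCl and MgCl2, 1 h at room temperature. ATP was read by Kinase-Glo luminescence; data normalized to uninhibited and no-enzyme controls.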
Shiga inhibitor = blocks Shiga toxin action in Vero cells | Vero cells, Shiga toxin protein synthesis inhibition reporter | 290,000 compounds, 9.2% hits | inhibition, % at 38.7 µM; in the data active means inhibition mostly above about 28%, no sharp cut-off; inactive means mostly below about 43%; further: 0% is about no effect
* hit, by the source's call; ? = inconclusive; . = not tested or not shown; & = joins results of further samples; [ ] = dose if it differs, or a comment. Unless noted, the call rests on the fitted dose curve; in most records, active means well fitted curve in the direction sought with a large enough effect; inconclusive means small, poorly fitted or top-dose-only effect, or another doubt; inactive means no such curve, though single readings can be large; an effect the other way counts as inactive or inconclusive.

entry | SMILES | Pf growth 48h | LmPK inhibitor | Tb PYK inh | Pf growth 96h | Shiga inhibitor | HCV inh | Cycloheximide cs
1 | NC(=O)c1cccnc1Oc1cccc(Cl)c1 | 15% | -1% | -14% | . | -22 | -9% | -3
2 | COc1cc(C(=O)Nc2ccc(Br)cc2C(=O)c2ccccc2Cl)cc(OC)c1OC | -10% | -3% | 1% | ? | -5 | 13% | -1
3 | COc1ccccc1NC(=S)NNC(=O)c1nn(C)c(C)c1Br | 31%[activator] | 2% | -27% | 11% | 109* | 34%[activator] | 52*
4 | COc1ccc2nc3oc(C(=O)Nc4ccc(OC)c(OC)c4)cc3cc2c1 | . | 22µM* | -26% | -1% | -1 | ? | -1
5 | Fc1ccc(-c2nnc(N3CCOCC3)c3ccccc23)cc1F | ? | 2% | 5% | ? | 8 | -8% | -4
6 | CCOc1ccc(C(=O)c2ccncc2)cc1 | 3% | -10% | 0% | . | 17 | 14% | 10
7 | COC(=O)C1C(O)C(C)C(O)C(C)/C=C\C=C(/C)C(=O)Nc2c(C)c(OC(C)=O)c3c(c2O)C(=O)C(C)=C2OCOC(=C23)/C(C)=C/C(C)(O)C(O)C(C)C1O (configuration not stated) | 12µM* | 5% | -12% | 9.3µM* | -9 | 4% | -6
8 | CCOC(=O)/C(=C/c1c2ccccc2cc2ccccc12)NC(=O)c1ccccc1 | ? | -2% | 2% | ? | -3 | ? | 6
9 | OCCNCc1ccc(OCc2ccc(Cl)cc2Cl)cc1 | ? | -2% | -7% | 26% | 35 | ? | 25*
10 | COC(=O)[C@H](Cc1ccccc1)NC(=O)O[C@H]1C(=O)c2ccc(OC)cc2O[C@@H]1c1ccc2c(c1)OCO2 | 13% | 3% | 1% | -8% | -12 | -6%[8.37 µM] | -2
11 | COc1cccc(C(=O)N2CCN(C3CCN(Cc4ccccc4)CC3)CC2)c1OC | -7% | 5% | 10% | -12% | -5 | 15% | 4
12 | CC(OC(=O)/C(C#N)=C/c1ccc(N(C)C)cc1)C(=O)N(C)c1ccccc1 (configuration not stated) | -6% | . | -6% | -2% | . | ? | .

Some of the entries so far, in transposed form:
11. COc1cccc(C(=O)N2CCN(C3CCN(Cc4ccccc4)CC3)CC2)c1OC
12. CC(OC(=O)/C(C#N)=C/c1ccc(N(C)C)cc1)C(=O)N(C)c1ccccc1 (configuration not stated)
5. Fc1ccc(-c2nnc(N3CCOCC3)c3ccccc23)cc1F
1. NC(=O)c1cccnc1Oc1cccc(Cl)c1
8. CCOC(=O)/C(=C/c1c2ccccc2cc2ccccc12)NC(=O)c1ccccc1

| Assay by compound | 11 | 12 | 5 | 1 | 8 |
| --- | --- | --- | --- | --- | --- |
| Pf growth 48h | -7% | -6% | ? | 15% | ? |
| LmPK inhibitor | 5% | . | 2% | -1% | -2% |
| Tb PYK inh | 10% | -6% | 5% | -14% | 2% |
| Pf growth 96h | -12% | -2% | ? | . | ? |
| Shiga inhibitor | -5 | . | 8 | -22 | -3 |
| HCV inh | 15% | ? | -8% | -9% | ? |
| Cycloheximide cs | 4 | . | -4 | -3 | 6 |

Further results follow:
entry | SMILES | Pf growth 48h | LmPK inhibitor | Tb PYK inh | Pf growth 96h | Shiga inhibitor | HCV inh | Cycloheximide cs
13 | CCc1ccccc1NC(=O)C1CCCN(S(=O)(=O)c2ccc3c(c2)CC(C)N3C(C)=O)C1 (configuration not stated) | ? | 2% | -3% | 13µM* | -6 | ? | 7
14 | Cc1nn(C)c(C)c1NC(=O)CC12CC3CC(CC(C3)C1)C2 | 36%[activator] | 3% | 4% | 33%[activator] | -3 | -9% | -5
15 | NC(=O)c1ccc(NC(=O)CN2C(=O)NC(c3ccccc3)(c3ccccc3)C2=O)cc1 | 6% | 0% | -1% | 3% | -2 | -25% | -3
16 | CC(C)=C1C(=O)NN(c2ccc(C)c(Cl)c2)C1=O | 1% | 1% | 2% | 0% | -8 | 8% | -3
17 | O=C(NCc1ccccc1Cl)c1cnccc1C(F)(F)F | 49%[activator] | 1% | 1% | 5% | -14 | 8% | 9
18 | CCSc1nnc(N2C(=O)CC(c3ccsc3)C3=C2CC(C)(C)CC3=O)s1 (configuration not stated) | ? | 4% | 0% | ? | -7 | 0%&-8% | 4
19 | CC(=O)N(CCc1ccccc1)Cc1cc2cc(C)ccc2[nH]c1=O | -4% | -3% | 0% | ? | -6 | -4% | 1
20 | CCOC(=O)c1c(C)oc2ccc(OS(C)(=O)=O)cc12 | 47% | 3% | 3% | 0% | 13 | ? | 6
21 | COc1ccc(-c2cc(=O)oc3c(C)c(O)ccc23)cc1 | 0% | -20% | 0% | 0% | -6 | -6% | -1
22 | Cc1[nH]c(=O)[nH]c(=O)c1S(=O)(=O)N1CCCC(C(=O)N2CCN(c3cccc(C(F)(F)F)c3)CC2)C1 (configuration not stated) | -15% | 10% | -6% | 0% | -9 | 15% | -3
23 | O=C1CN(C(=O)CC2C(=O)NCCN2Cc2ccccc2C(F)(F)F)CCN1 (configuration not stated) | 6% | -8% | -1% | 15% | -35 | 3% | -3
24 | C/C(=N\NC(=O)COc1ccc(C#N)cc1)c1ccc(N2CCOCC2)cc1 | 5% | 0% | -5% | 2% | 26* | ? | 6
25 | COc1ccc(Cl)cc1NS(=O)(=O)c1cc(Br)cnc1N | 1% | 4% | -17% | ? | 3 | 31%[activator] | 11
26 | Cc1ccccc1-c1nc(CS(=O)(=O)CC(=O)N2CCN(C)CC2)c(C)o1 | 36%[activator] | 1% | 0% | 57%[activator] | -9 | -5% | -3
27 | CCOc1cc(/C=C(\C#N)C(=O)Nc2cccc(C(=O)O)c2)ccc1OCc1ccc(Br)cc1 | 12% | -3% | 7% | 3% | 6 | 25% | -2
28 | O=[N+]([O-])c1cccc(CSc2cccc[n+]2[O-])c1 | 4% | 2% | -1% | -2% | -10 | 18% | -2
29 | CCC(=O)Nc1cccc(NC(=O)CSc2nnnn2C2CCCC2)c1 | -28% | -1% | -10% | -2% | -3 | -13% | 3
30 | CC(=O)Nc1ccc(S(=O)(=O)Nc2nc3nc(-c4ccccc4)cc(-c4ccccc4)n3n2)cc1 | -12% | 1% | 4% | ? | 3 | 11% | -1
31 | Cc1cc(=O)n2[nH]c(SCc3ccc(Cl)cc3)nc2n1 | -7% | -4% | -2% | 3% | -7 | 21% | -1
32 | COc1ccc(C2(C(=O)Nc3ccc(C(=O)O)cc3)CCOCC2)cc1 | 19% | -2% | 2% | 4% | -13 | 13% | -3
33 | CCOC(=O)C(=Cc1ccc(-n2cncn2)cc1)C(=O)OCC | ? | 5% | 0% | ? | -19 | -25% | -3
34 | O=C(COc1cccnc1[N+](=O)[O-])Nc1cccc2ccccc12 | -22% | . | 0% | ? | . | 10% | .
35 | Cc1ccc(OCCCC(=O)N2CCOCC2)c(C)c1 | 79%[activator] | -12% | 1% | . | 89* | 12% | 51*
36 | CN1CCN(C(=O)CCN2C(=O)/C(=C/c3cccc(Br)c3)SC2=S)CC1 | -30% | 0% | -1% | 4% | 9 | ? | -1
37 | NS(=O)(=O)c1ccc(NC(=O)Nc2cccc(Cl)c2)cc1 | 8% | -3% | -5% | -12% | 25 | -11% | 19*
38 | O=C(CSc1nc(C2CCCCC2)nc2ccccc12)NCc1ccc2c(c1)OCO2 | -4% | -1% | 7% | 37%[activator] | 15 | -3% | -1
39 | Cc1cc(S(=O)(=O)N2CCN(Cc3ccccc3)CC2)c(C)s1 | . | 11% | -2% | -21% | -15 | -9% | -5
40 | COc1ccc(C=O)cc1CN1C(=O)c2ccccc2C1=O | ? | -2% | 1% | 0.15µM* | . | 9% | -4
41 | CC(=O)Nc1cc(N=Cc2ccc(O)cc2O)c(Cl)cc1Cl | -15% | -2% | -5% | 16% | -6 | -2% | -3
42 | O=C(c1ccc(S(=O)(=O)N2CCCC2)cc1)N1CCCC(C(F)(F)F)C1 (configuration not stated) | ? | . | 2% | 10% | . | -16% | .
43 | CCCCN(C(=O)c1ccc(NC2CC2)c([N+](=O)[O-])c1)c1c(N)n(CC(C)C)c(=O)[nH]c1=O | ? | . | 2% | ? | . | 7% | .
44 | O=C(NCc1ccccc1)C1CCCN1S(=O)(=O)c1cccc2cccnc12 (configuration not stated) | -6% | 1% | -2% | 4.7µM* | -5 | 4%&-6% | -2
45 | COc1cc2c3nnc(-c4ccc(F)cc4)c-3cn(Cc3cccc(F)c3)c2cc1OC | 0.59µM* | 0%[11.5 µM] | 1% | 1µM* | -34 | ? | 3
46 | CCOC(=O)CN1C2=NCCN2c2ccccc21 | 23% | 1% | 1% | . | -6 | ? | -3
47 | COc1ccc(CCNC(=O)c2cc3c(=O)n4cccc(C)c4nc3n(CCCN3CCOCC3)c2=N)cc1 | ? | -3% | 5% | ? | -4 | ? | -3
48 | CCCCN(CCCC)C(=O)c1nsnc1-c1ccccc1O | -2% | -4% | 2% | . | 19 | -15% | -4
49 | CCOC(=O)C1(CC2CCCCO2)CCN(C(=O)Nc2ccc(SC)cc2)CC1 (configuration not stated) | ? | 1% | 7% | ? | 17 | ? | 12
50 | CSCc1cc(N(C)C)nc(SCc2ccc(Cl)c(Cl)c2)n1 | 10µM* | 1% | -5% | ? | -25 | ? | -9
51 | O=C(NC(=S)N1CCN(c2ccc([N+](=O)[O-])cc2)CC1)c1ccc(F)cc1 | -10% | -9% | -23% | -4% | 25 | ? | 3
52 | NS(=O)(=O)c1ccc(CNC(=O)CSc2ccccc2)cc1 | 15% | 2% | -2% | ? | 21 | 6% | -2

Exported with values under each structure: part of the list above
The line under a structure holds: Pf growth 48h | LmPK inhibitor | Tb PYK inh | Pf growth 96h | Shiga inhibitor | HCV inh | Cycloheximide cs
[40] COc1ccc(C=O)cc1CN1C(=O)c2ccccc2C1=O
  ? | -2% | 1% | 0.15µM* | . | 9% | -4
[41] CC(=O)Nc1cc(N=Cc2ccc(O)cc2O)c(Cl)cc1Cl
  -15% | -2% | -5% | 16% | -6 | -2% | -3
[42] O=C(c1ccc(S(=O)(=O)N2CCCC2)cc1)N1CCCC(C(F)(F)F)C1 (configuration not stated)
  ? | . | 2% | 10% | . | -16% | .
[43] CCCCN(C(=O)c1ccc(NC2CC2)c([N+](=O)[O-])c1)c1c(N)n(CC(C)C)c(=O)[nH]c1=O
  ? | . | 2% | ? | . | 7% | .
[44] O=C(NCc1ccccc1)C1CCCN1S(=O)(=O)c1cccc2cccnc12 (configuration not stated)
  -6% | 1% | -2% | 4.7µM* | -5 | 4%&-6% | -2
[45] COc1cc2c3nnc(-c4ccc(F)cc4)c-3cn(Cc3cccc(F)c3)c2cc1OC
  0.59µM* | 0%[11.5 µM] | 1% | 1µM* | -34 | ? | 3

Bioassay records deposited in PubChem BioAssay by National Center for Advancing Translational Sciences (NCATS).
